High-throughput results as filed in PubChem BioAssay.
Growth percent in the NCI-60 one-dose screen (48 h, 10 µM unless noted): 100 = growth as untreated, 0 = no growth, -100 = all killed.
MDA-MB-468: MDA-MB-468 breast cancer | 78,000 compounds, 8.5% hits | AID 2202374
RPMI-8226: RPMI-8226 leukemia cells; AID 1794781; 77,000 compounds, 7.5% hits
MDA-MB-435: MDA-MB-435 melanoma; 82,000 compounds, 7.8% hits
MDA-MB-231: MDA-MB-231 breast cancer; 81,000 compounds, 5% hits
MOLT-4: MOLT-4 leukemia cells; 80,000 compounds, 6.9% hits; AID 1794779
CCRF-CEM: CCRF-CEM leukemia; 77,000 compounds, 7% hits
K-562: K-562 leukemia. 78,000 compounds, 7.4% hits
SR: SR leukemia cells; 73,000 compounds, 8.7% hits
Numbers without * were called inactive; nt = not tested or not shown; & = joins results of further samples. Rule for the calls: active = growth percent below 10; inactive = the rest.

1. O=C1Cc2cc(-c3ccc4ncnc(N5CCc6cc(F)c(Cl)cc65)c4c3)cnc2N1
2. CN1CCN(Cc2c[nH]c3ncnc(N4CCCCC4)c23)CC1
3. COc1ccc(CSC(=S)NNc2ccccc2)cc1
4. Cc1ccccc1[P+](Cc1ccccc1)(c1ccccc1)c1ccccc1
5. COc1ccc2c(c1)c(-c1nc(-c3cn(C)c4ncccc34)cs1)cn2CCN
6. COc1cc(C2CC(c3ccc(Cl)c(Cl)c3)=NN2c2ccccc2)cc(OC)c1OC (configuration not stated)
7. CCOC(=O)c1c(NC(=O)c2cccc(C(F)(F)F)c2)sc2c1CCC(=O)/C2=C\N(C)C
8. CCOCCNC1=C(Cl)C(=O)c2ccccc2C1=O

assay / entry	1	2	3	4	5	6	7	8
MDA-MB-468	86	104	106	-14*	16	79	83	95
RPMI-8226	93	99	93	-27*	76	47	65	90
MDA-MB-435	101	97	104	1.0*	95	68	91	104
MDA-MB-231	82	117	103	41	63	41	82	116
MOLT-4	92	103	98	19	30	48	41	89
CCRF-CEM	84	107	58	19	69	67	12	102
K-562	86	101	93	7.7*	69	52	42	92
SR	nt	94	106	2.5*	27	35	54	89

Only MDA-MB-468 and MOLT-4, for four of the compounds above:
No.	Compound	MDA-MB-468	MOLT-4
8	CCOCCNC1=C(Cl)C(=O)c2ccccc2C1=O	95	89
7	CCOC(=O)c1c(NC(=O)c2cccc(C(F)(F)F)c2)sc2c1CCC(=O)/C2=C\N(C)C	83	41
3	COc1ccc(CSC(=S)NNc2ccccc2)cc1	106	98
6	COc1cc(C2CC(c3ccc(Cl)c(Cl)c3)=NN2c2ccccc2)cc(OC)c1OC (configuration not stated)	79	48

Going on with the list.
9. O=C1c2ccccc2C(=O)c2c(N=Nc3sc(=O)[nH]c3O)cccc21
10. O=c1cc(N/N=C/c2ccc(F)cc2)c2ccccc2[nH]1
11. Cn1c2ccc(Br)cc2c2c3c(c4c5ccccc5[nH]c4c21)C(=O)N(O)C3=O
12. COc1ccc2ccccc2c1
13. CC(C)(C)c1ccc(C2=NOS(=O)[C@@]23Cc2ccccc2C3=O)cc1 (some centres not stated)
14. NC(N)=NCCCCCNc1noc(Cc2c[nH]c3ccccc23)n1
15. Fc1ccc(-c2nn(-c3ccccc3)cc2-c2nc3ccccc3[nH]2)cc1
16. COc1ccc(C2C(C#N)=C(N)Oc3c2sc2c(F)cccc32)cc1 (configuration not stated)

assay / entry	9	10	11	12	13	14	15	16
MDA-MB-468	101	95	-52*	112	92	72	83	41
RPMI-8226	100	73	-30*	94	63	90	89	12
MDA-MB-435	102	64	-59*	109	95	105	83	-24*
MDA-MB-231	96	103	-74*	96	88	113	91	41
MOLT-4	102	72	-28*	93	55	85	96	8.8*
CCRF-CEM	93	83	-16*	93	60	100	94	15
K-562	104	52	-8.9*	89	55	107	107	9.1*
SR	102	nt	0.2*	96	47	89	80	12

17. CC(C)C(NC(=O)OCc1ccccc1)C(=O)NC(Cc1c[nH]c2ccccc12)C(=O)O (configuration not stated)
18. O=c1[nH]nc(CSc2nnc3sc4ccccc4n23)o1
19. O=C(C1CN(c2cccc(Cl)c2)N(c2cccc(Cl)c2)C1=O)N1CCCCC1 (configuration not stated)
20. COc1ccc(-c2cc(/C=C/C(=O)c3ccc(N)cc3)[nH]n2)cc1
21. O=C(Nc1cccc2c1N(C(=O)c1ccco1)CCC2)c1ccco1
22. CCC1(C)OC(=O)N(C)C1=O (configuration not stated)
23. NC1CC2(CCN(c3cnc(C(=O)Nc4cc(F)cc5cccnc45)cn3)CC2)C1
24. CCOC(=O)c1[nH]c(C)c(C(C)=O)c1C

assay / entry	17	18	19	20	21	22	23	24
MDA-MB-468	101	93	37	4.1*	88	112	51	87
RPMI-8226	99	104	76	-30*	96	96	61	-7.8*
MDA-MB-435	99	103	87	15	103	99	71	95
MDA-MB-231	106	108	87	36	105	104	80	97
MOLT-4	97	102	21	nt	102	107	41	59
CCRF-CEM	nt	103	87	nt	104	99	35	92
K-562	90	103	79	-2.1*	104	101	-13*	87
SR	105	107	50	-20*	nt	111	3.7*	nt

Six structures out of the list, sorted by SMILES length, ascending.
22. CCC1(C)OC(=O)N(C)C1=O (configuration not stated)
24. CCOC(=O)c1[nH]c(C)c(C(C)=O)c1C
18. O=c1[nH]nc(CSc2nnc3sc4ccccc4n23)o1
16. COc1ccc(C2C(C#N)=C(N)Oc3c2sc2c(F)cccc32)cc1 (configuration not stated)
23. NC1CC2(CCN(c3cnc(C(=O)Nc4cc(F)cc5cccnc45)cn3)CC2)C1
17. CC(C)C(NC(=O)OCc1ccccc1)C(=O)NC(Cc1c[nH]c2ccccc12)C(=O)O (configuration not stated)

assay / entry	22	24	18	16	23	17
MDA-MB-468	112	87	93	41	51	101
RPMI-8226	96	-7.8*	104	12	61	99
MDA-MB-435	99	95	103	-24*	71	99
MDA-MB-231	104	97	108	41	80	106
MOLT-4	107	59	102	8.8*	41	97
CCRF-CEM	99	92	103	15	35	nt
K-562	101	87	103	9.1*	-13*	90
SR	111	nt	107	12	3.7*	105

3 compounds drawn at random from those above, as already listed:
17. CC(C)C(NC(=O)OCc1ccccc1)C(=O)NC(Cc1c[nH]c2ccccc12)C(=O)O (configuration not stated)
18. O=c1[nH]nc(CSc2nnc3sc4ccccc4n23)o1
23. NC1CC2(CCN(c3cnc(C(=O)Nc4cc(F)cc5cccnc45)cn3)CC2)C1

assay / entry	17	18	23
MDA-MB-468	101	93	51
RPMI-8226	99	104	61
MDA-MB-435	99	103	71
MDA-MB-231	106	108	80
MOLT-4	97	102	41
CCRF-CEM	nt	103	35
K-562	90	103	-13*
SR	105	107	3.7*

Other entries.
25. C/C(=N\Nc1ccc(C(=O)O)cc1)c1cnn(-c2cc(=O)[nH]c3ccc(Cl)cc23)c1C
26. CCc1c(Nc2ccc(C)cc2)[nH]c(N)nc1=S
27. CCCCSc1nnc(-c2ccc(-n3nc(-c4ccc(OC)cc4)cc3-c3ccc(OC)cc3)cc2)o1
28. CC(=O)c1ccc(NC(=O)CSc2nnc(-c3cc(-c4ccc(Cl)cc4)nc4ccccc34)o2)cc1
29. Cc1nc(N)sc1Sc1nc2ccc(Cl)cc2c(=O)n1Cc1ccccc1
30. COC(=O)c1ccccc1C(=O)OC1CCCCC1
31. CC(=O)N1N=C(c2ccccc2)CC1c1cn(Cc2ccc(Cl)cc2)c2ccccc12 (configuration not stated)
32. O=Cc1nccc2c1[nH]c1ccccc12

assay / entry	25	26	27	28	29	30	31	32
MDA-MB-468	112	97	94	115	95	95	88	nt
RPMI-8226	106	115	86	26	79	nt	60	67
MDA-MB-435	108	104	96	85	104	103	71	74
MDA-MB-231	87	99	100	54	96	93	79	81
MOLT-4	98	110	102	67	84	84	70	75
CCRF-CEM	99	107	94	61	90	103	80	62
K-562	93	115	94	63	82	90	53	88
SR	98	94	101	0.5*	84	82	72	50

33. C#Cc1ccc(-n2c(/C=C/c3ccc(O)cc3)nc3ncccc3c2=O)cc1
34. CN(Cc1ccccc1)C(=O)Nc1c(Cl)cccc1Cl
35. CCN1CCN(CC(=O)NCCc2c[nH]c3ccccc23)C(=O)c2ccccc2C1=O
36. CC(=O)OCCc1ccccc1
37. COC(=O)CC1=C(c2ccc([N+](=O)[O-])cc2)CCC1=O
38. CC(=O)c1ccc(NC(=O)Cn2nc(-c3ccc(Cl)cc3)nc2N)cc1
39. C=CCn1c(C)nc2cc(Nc3nc(NCCO)nc4ccccc34)ccc21
40. CNC(=O)c1cc(N2CCc3c2ccc(NC(=O)Nc2cc(C(F)(F)F)cc(C(F)(F)F)c2)c3F)ccn1

assay / entry	33	34	35	36	37	38	39	40
MDA-MB-468	-11*	103&104	97	nt	101	101	54	92
RPMI-8226	47	94&98	98	94	nt	96	63	111
MDA-MB-435	-46*	98&104	109	104	105	112	92	101
MDA-MB-231	85	106&101	101	110	102	103	73	101
MOLT-4	101	94&102	96	92	104	83	57	106
CCRF-CEM	86	112	95	105	95	81	82	102
K-562	25	93&119	96	79	99	102	64	104
SR	18	86	95	85	104	92	69	109

41. CC[C@H](c1ccc2cc(OC)ccc2c1)C(C)(C)C(=O)F
42. NS(=O)(=O)c1ccc(NCc2nc(NC(Cc3ccccc3)C(=O)O)c3ccccc3n2)cc1 (configuration not stated)
43. COc1ccc2c(c1)/C(=C/c1sc(=S)n(Cc3ccco3)c1O)C=N2
44. [C-]#[N+]c1c(-c2cc(OC)c(OC)c(OC)c2)cc(-c2ccc(N)cc2)nc1N
45. COc1ccc(CCN2C(=O)/C(=C/c3csc(C#N)n3)SC2=S)cc1
46. NS(=O)(=O)c1ccccc1N/C=C/C(=O)c1cc2cc(Br)ccc2oc1=O
47. CCN(CC)C(=O)CCCCCCCC(=O)N(CC)CC
48. CC1=NN(C(=O)Cn2c(C)nc3ccccc3c2=O)C(=O)C1

assay / entry	41	42	43	44	45	46	47	48
MDA-MB-468	nt	110	3.0*	95	-67*	101	95	103
RPMI-8226	134	93	19	106	-0.4*	100	nt	97
MDA-MB-435	94	104	-33*	108	-24*	99	107	109
MDA-MB-231	98	68	56	93	16	88	111	75
MOLT-4	90	80	29	82	-11*	117	97	87
CCRF-CEM	113	102	18	95	nt	101	103	93
K-562	96	96	16	90	1.8*	104	102	106
SR	98	96	nt	76	nt	97	93	104

49. CC1=NN(c2ccccc2)C(=O)C1O (configuration not stated)
50. COc1cnc2c(c1)C(=O)c1c-2n(CCCNC(C)C)c(=O)c2cc(F)ccc12
51. CC(=O)c1cc2ccccc2o1
52. COc1ccc(-c2nc(SCCC(C)C)nc(NN)c2C#N)cc1
53. OCCCN=Cc1ccccc1
54. CN(C)c1ccc(-c2nc3ccc(N)cc3[nH]2)cc1
55. COc1ccc(-c2cc(-c3cccnc3)nc(OC)c2C#N)cc1OC
56. CCCCC(CC)OC(=O)C(Br)CC (configuration not stated)

assay / entry	49	50	51	52	53	54	55	56
MDA-MB-468	91	-64*	109	100	107	79	90	106
RPMI-8226	105	-28*	99	63	114	21	89	113
MDA-MB-435	100	-6.5*	109	80	108	79	92	109
MDA-MB-231	97	1.5*	100	88	115	76	86	112
MOLT-4	97	-23*	100	87	105	33	83	95
CCRF-CEM	105	-1.1*	106	74	97	26	nt	109
K-562	94	-6.9*	98	60	110	45	90	84
SR	103	-13*	98	59	114	50	90	94

57. COc1ccc(C2OC[C@@]3(C)C4CC[C@]5(C)C(CC=C6C7CC(C)(C)CC[C@]7(C(=O)O)CC[C@]65C)[C@@]4(C)C[C@@H](O)[C@@H]3O2)cc1 (some centres not stated)
58. Cc1cc(C)c2c(N)c(-c3nc4ccc(Cl)cc4o3)sc2n1
59. O=C(O)c1ccc(-n2cc(CNc3ccc(Cl)cc3)c(-c3ccccc3)n2)cc1
60. Cc1ccc(-c2csc(Nc3ccc4nc5n(c(=O)c4c3)CCC5)n2)cc1

assay / entry	57	58	59	60
MDA-MB-468	76	108	102	103
RPMI-8226	40	103	89	101
MDA-MB-435	97	106	92	101
MDA-MB-231	110	84	89	106
MOLT-4	47	97	82	99
CCRF-CEM	50	111	nt	100
K-562	44	98	77	96
SR	55	91	69	86
